TNAP act DEA = human TNAP activation, intermediate phosphate acceptor | P05186 | AID 813 | 64,000 tested, under 10 active | activation factor at 20 µM | purified TNAP, CDP-star luminescence, 100 mM DEA, 30 min; stronger effect = higher value; scale: 0 levamisole-inhibited, 1 vehicle-only enzyme;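 active means activation factor of at least 2 at 20 µM, relative to controls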
5-HT1A blocker = 5-HT1a (human) receptor antagonism; AID 612; 0.68% of 62,000 active; inhibition, % at 10 µM; P08908; CHO 5-HT1a Ga15 NFAT-bla reporter, antagonist mode;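 active means inhibition above the mean of all tested compounds plus 3 SD, cut at about 43% in these data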;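 further: receptor stimulated by 5-CT agonist at 100 nM near EC80; beta-lactamase reporter measured by ratiometric fluorescence of a cleavable substrate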
Target sequence (P08908 whole entry, looked up): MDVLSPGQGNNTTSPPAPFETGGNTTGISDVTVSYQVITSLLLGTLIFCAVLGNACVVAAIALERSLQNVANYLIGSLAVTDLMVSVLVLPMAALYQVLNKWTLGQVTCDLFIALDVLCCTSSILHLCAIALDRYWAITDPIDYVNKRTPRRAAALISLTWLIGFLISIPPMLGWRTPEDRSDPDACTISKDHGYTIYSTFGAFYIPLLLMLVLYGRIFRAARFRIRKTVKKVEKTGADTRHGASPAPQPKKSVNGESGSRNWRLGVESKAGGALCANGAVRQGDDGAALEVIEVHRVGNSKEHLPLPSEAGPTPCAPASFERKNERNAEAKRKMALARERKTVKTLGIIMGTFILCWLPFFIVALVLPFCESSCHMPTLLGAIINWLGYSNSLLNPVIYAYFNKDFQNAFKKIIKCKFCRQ
SF-1 act = activates the human nuclear receptor SF-1 | CHO-K1 Gal4-SF-1 LBD luciferase reporter; % increase over DMSO SF-1-specific signal | activation, % at 10 µM | 1.9% of 65,000 active;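 active means activation above the mean activation of all tested compounds plus 3 SD, cut at about 50% in these data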
Target sequence (Q13285 whole entry, looked up, the tested form may be a part): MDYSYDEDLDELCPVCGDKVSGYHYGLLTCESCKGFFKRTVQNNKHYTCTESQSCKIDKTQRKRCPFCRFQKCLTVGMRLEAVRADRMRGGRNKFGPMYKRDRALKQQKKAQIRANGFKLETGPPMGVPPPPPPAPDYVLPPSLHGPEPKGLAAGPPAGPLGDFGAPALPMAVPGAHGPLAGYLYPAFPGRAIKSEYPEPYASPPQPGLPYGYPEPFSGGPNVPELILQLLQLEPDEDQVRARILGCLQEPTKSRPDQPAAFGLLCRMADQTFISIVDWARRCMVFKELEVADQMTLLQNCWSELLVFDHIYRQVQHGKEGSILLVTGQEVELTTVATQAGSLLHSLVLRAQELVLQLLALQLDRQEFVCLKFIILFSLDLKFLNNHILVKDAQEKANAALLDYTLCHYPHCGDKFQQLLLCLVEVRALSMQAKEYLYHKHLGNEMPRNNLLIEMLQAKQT
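Material: Gal4–SF-1 LBD one-hybrid luciferase reporter in CHO-K1 cells | Amount: 4,000 cells per well | Compound dosing: 10 µM single point, 1% DMSO | Schedule: 20 h compound treatment, 37 °C | Measured by: SteadyLite luciferase luminescence | Evaluation: Percent activation versus DMSO | Control set: DMSO-treated SF-1-transfected cells as negative, DMSO-treated mock-transfected cells lacking SF-1 as background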
A340 absorber = compound absorbs light at 340 nm; compound absorbance at 340 nm, fold over control; fold change at 10 µM; 65,000 tested, under 10 active;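 active means at 10 µM dose, initial 340 nm absorbance at least 2 fold that of control wells; inactive means change under 2 fold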;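 further: initial absorbance extrapolated from kinetic A340 decline of NADH oxidation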
RORA act = RORA (human) activation; CHO-K1 Gal4-RORA LBD luciferase reporter, luminescence; percent increase over mock-subtracted basal signal; activation, % at 10 µM; 1.5% of 65,000 active;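 active means activation above the mean of all tested compounds plus 3 SD, cut at about 49% in these data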;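 further: 0% = DMSO-treated RORA cells and 100% = added signal equal to DMSO minus mock-transfected cells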
5HT1a ag = 5-HT1a (human) receptor agonism; activation, % at 10 µM; P08908; 0.56% of 65,000 active; CHO 5-HT1a Ga15 NFAT-bla reporter, FRET ratio; 0% basal, 100% maximal reference agonist;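 active means activation above the screen-wide mean activation plus 3 SD, cut at about 19% in these data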;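 further: 0% = DMSO wells and 100% = 5-CT at EC100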
MMP13 inh = MMP13 (human) collagenase inhibition; MMP-13 fTHP FRET cleavage, Mca fluorescence; inhibition, % at 4 µM; 0.07% of 65,000 active;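 active means inhibition above the mean of compound-free control plate wells plus 3 SD, cut at about 14% in these data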;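 further: 0% = DMSO wells and 100% = wells with reference MMP-13 inhibitor after basal subtraction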
NADH coupling = inhibitors of enzymes used to reach an NAD/NADH endpoint. AID 774. IC50, µM (doses to about 10 µM), inactives show at the highest dose inhibition. 0.02% of 65,000 active. coupled PK/LDH NADH assays, four targets;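 active means single-dose screening hits from any of four coupled enzyme assays that gave an IC50 when retested across doses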;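 further: the DPM-DC format reads NADH fluorescence rather than 340 nm absorbance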
Fluor 339 460 = intrinsic fluorescence of library compounds, ex339/em460 – biochemical, MLSMR library, data from DPM-DC assay, artefact control, profiling panel. compound autofluorescence, ex339/em460 nm, NADH buffer; stronger effect = higher value; 1 = no-compound wells, NADH background. fluorescence fold increase at 10 µM. 5.5% of 65,000 active. AID 709;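 active means at 10 µM, mean starting fluorescence two-fold or more over control wells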;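 further: signal is the first read of a kinetic run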
* marks the source's active call; other numbers are inactive results; i = inactive; x = no result given; [ ] = another dose, or the depositor's remark.

SMILES	TNAP act DEA	5-HT1A blocker	SF-1 act	A340 absorber	RORA act	5HT1a ag	MMP13 inh	NADH coupling	Fluor 339 460
CCOCCOc1nc2c(c(=O)n(C)c(=O)n2C)n1CCc1ccccc1	x	3	-15	0.99	2	-0.8	-1	7%	1.1
O=C1CC(c2cccs2)CC2=C1C(c1ccccc1)n1ncnc1N2 (configuration not stated)	0.9	2	14	1	16	0.3	1	6%	1.6
COc1ccc(Cc2nnc(SCC(=O)NCC3CCCO3)o2)cc1 (configuration not stated)	1.1	10	-2	0.98	5	-4.4	1	8%	1.1
Oc1ccccc1N=Cc1ccc[nH]1	0.9	8	-10	1	1	-1.6	-2	9%	1
CC1CCN(S(=O)(=O)c2ccc3c(c2)oc(=O)n3CC(=O)NCc2ccc3c(c2)OCO3)CC1	1	3	-25	1.1	-40	0.5	7	2%	1.1
CCCSc1nnc(NC(=O)c2sc3nc(-c4cccs4)ccc3c2N)s1	1	2	5	1.2	3	-3.8	-32	3%[fluoresces]	4.5*
CCCCn1c(SCc2ccc(C(=O)OC)o2)nc2cc(S(N)(=O)=O)ccc21	0.9	6	-19	1	-5	-2.5	0	6%	1.1
O=C(Nc1ccc2c(c1)OCCO2)c1c(F)cccc1F	0.9	12	56*	1	47	1.4	0	6%	1.1
O=C(Nc1cccc2ccccc12)N1CCN(Cc2ccccc2)CC1	0.9	26	-3	1	15	-1.2	-48	3%	1.5
Cn1cccc1Cc1nnc(SCC(=O)NCc2ccccc2)n1-c1ccc(F)cc1	1	-14	-6	1.1	7	0.5	2	6%	1.1
CC(C)CCNc1nc2c(cc1C#N)COC(C)(C)C2	0.9	x	12	1	-5	1.0	-148[fluorescence artefact?]	3%[fluoresces]	2.2*
OC(COc1ccc2ccccc2c1)CN1CCN(c2ccc(F)cc2)CC1 (configuration not stated)	0.9	-2	-9	1	6	-0.7	3	5%	1.1
Cc1ccc(C)c(C(=O)CSc2n[nH]c(C)n2)c1	1.1	2	-8	1	6	-1.2	2	6%	1.1
CCCCc1cc(=O)oc2c(CN3CCCC3)c(O)ccc12	0.9	x	18	1.1	-3	3.8	i[fluorescence artefact?]	2%[fluoresces]	2.4*
COc1ccc(OC)c(NC(=O)Nc2ccccc2C)c1	0.9	15	-14	1	-8	-1.6	3	5%	1.1
O=S1(=O)CCC(NS(=O)(=O)/C=C/c2ccccc2)C1 (configuration not stated)	0.9	6	-7	1	-13	-0.5	1	3%	1
Cc1cccc(C)c1NC(=O)CSc1nnc(-c2ccncc2)n1Cc1ccco1	0.9	10	-1	1	2	0.6	-1	4%	1
Cc1cccc(CN2CCN(C(=O)c3ccccc3F)CC2)c1	1	28	-13	1	-29	3.1	0	2%	1
CN(CCCC(=O)Nc1ccncc1)S(=O)(=O)c1ccc(Cl)cc1	0.9	2	1	0.99	-19	-1.2	0	5%	1
COc1cccc(-c2cc(C(F)(F)F)nc(NCc3ccco3)n2)c1	0.9	47*	12	1	-18	-0.9	-4	2%	1.2

Gathered by group: the compounds so far with an aryl thioether with sulfur outside any ring.
SMILES	TNAP act DEA	5-HT1A blocker	SF-1 act	A340 absorber	RORA act	5HT1a ag	MMP13 inh	NADH coupling	Fluor 339 460
COc1ccc(Cc2nnc(SCC(=O)NCC3CCCO3)o2)cc1 (configuration not stated)	1.1	10	-2	0.98	5	-4.4	1	8%	1.1
CCCSc1nnc(NC(=O)c2sc3nc(-c4cccs4)ccc3c2N)s1	1	2	5	1.2	3	-3.8	-32	3%[fluoresces]	4.5*
CCCCn1c(SCc2ccc(C(=O)OC)o2)nc2cc(S(N)(=O)=O)ccc21	0.9	6	-19	1	-5	-2.5	0	6%	1.1
Cn1cccc1Cc1nnc(SCC(=O)NCc2ccccc2)n1-c1ccc(F)cc1	1	-14	-6	1.1	7	0.5	2	6%	1.1
Cc1ccc(C)c(C(=O)CSc2n[nH]c(C)n2)c1	1.1	2	-8	1	6	-1.2	2	6%	1.1
Cc1cccc(C)c1NC(=O)CSc1nnc(-c2ccncc2)n1Cc1ccco1	0.9	10	-1	1	2	0.6	-1	4%	1

(further entries)
SMILES	TNAP act DEA	5-HT1A blocker	SF-1 act	A340 absorber	RORA act	5HT1a ag	MMP13 inh	NADH coupling	Fluor 339 460
C=CCn1c(-c2ccc(OC)cc2)nc2ccccc21	0.9	9	41	0.98	42	-1.4	-7	2%	1.1
CC(O)CCc1nc2ccc(C(=O)O)cc2[nH]1 (configuration not stated)	1	13	16	1	-10	-3.0	-1	4%	1.1
CCc1cc2c(N[C@@H](C)C(=O)O)ncnc2s1	0.9	-11	14	1	2	-2.7	1	4%	1.1
O=C(N1CCOCC1)N1CCOCC1	1	-5	-3	1	1	0.0	-1	4%	1.1
O=C(Nc1cnn(Cc2ccc(Cl)cc2Cl)c1)c1cc(-c2cccs2)on1	0.9	2	-5	1	17	0.7	4	7%	1.8
Cc1ccc(CNC(=O)C2CCCCC2C(=O)O)cc1 (configuration not stated)	1	8	-3	1	3	-1.8	5	3%	1.1
CSC1=N/C(=C\C=C\c2cccs2)C(=O)S1	0.7	7	-7	1.1	-15	-3.2	14	3%	1
Cc1ccc(OCC(=O)N2CCCCCC2)c(C)c1	0.9	-10	-7	1	-16	0.0	3	4%	1.1
Cn1c(=O)c2c(nc(SCC(=O)N3CCc4ccccc43)n2Cc2ccccc2)n(C)c1=O	0.9	11	1	1	-6	-1.1	0	4%	1.1
CCN(CC)S(=O)(=O)c1ccc2[nH]c(=O)[nH]c2c1	0.9	-4	8	1	-17	-1.3	2	0%	1.1
O=P(CO)(Cc1ccccc1)Cc1ccccc1	0.9	5	18	1	12	-2.7	-3	0%	1.1
Cc1ccc(S(=O)(=O)N(CC(=O)N2CCC(C(N)=O)CC2)c2cccc(C(F)(F)F)c2)cc1	1	-10	-4	0.99	-20	-4.0	-4	1%	1
Cc1cccc(N=C(N2CCOCC2)P(=O)(N2CCOCC2)N2CCOCC2)c1	0.9	8	11	1	9	-0.9	1	7%	1.1
COc1cccc(C2=CC(c3ccc(N(C)C)cc3)n3ncnc3N2)c1 (configuration not stated)	1.2	-9	6	1.1	1	9.8	-9	10%	2.1*
O=C(Nc1ccccc1NC(=O)NC1CCCCC1)NC1CCCCC1	1	7	-84	1.1	16	-4.7	-1	3%	1.1
CCOC(=O)C1=C(N)n2c(s/c(=C/c3ccco3)c2=O)=C(C(=O)OC)C1c1ccco1 (configuration not stated)	0.9	41	-2	1.1	5	-0.9	14*	3%	1
COCCn1c(C)cc(C(=O)COC(=O)c2ccc3ncsc3c2)c1C	1	8	52*	1	27	-3.8	0	11%	1.1
CCC(C)[C@H](NC(=O)NC1CC1)C(=O)O (some centres not stated)	1	16	-15	1	-10	1.1	0	1%	1.1
CCCSC1=N/C(=C\C=C\c2ccco2)C(=O)S1	0.9	-13	15	1	2	-4.0	-7	3%	1
Nc1ccc(SCCN2C(=O)c3ccccc3C2=O)cc1	0.9	6	-6	1	31	-2.4	7	5%	1
C=C(C)c1cccc(C(C)(C)NC(=O)N2CCOCC2)c1	1	14	-13	1.1	-11	-0.8	2	0%	1.1
CC(CCc1ccccc1)NC(=O)c1cc2sccc2n1C (configuration not stated)	0.9	12	-4	0.97	12	-1.3	2	6%	1
Cc1cc(C)c(C#N)c(SCS(=O)c2ccc(C(C)(C)C)cc2)n1 (configuration not stated)	0.9	-3	2	0.97	8	-0.8	6	3%	1.1
Cc1cc(NC(=O)C23CCC(C)(c4nc5cc(Cl)c(Cl)cc5nc42)C3(C)C)no1 (configuration not stated)	0.8	9	-12	0.99	0	-0.7	6	1%	1
COCCNC(=O)CN1c2ccccc2CC1C (configuration not stated)	0.9	5	0	1	-12	-1.7	1	6%	1.1
Cc1ccc(-n2ncc3c(NCCCOC(C)C)ncnc32)c(C)c1	0.9	x	0	0.99	17	1.2	-2	8%	0.99
CCCN(CCC)c1nc2ccccc2nc1C(C#N)C(=O)OCCOC (configuration not stated)	0.8	6	-19	1	-13	3.8	2	4%	1.5
Cc1ccc(S(=O)(=O)Nc2nc(C)cc(NCCN)n2)cc1	0.9	7	8	1	18	-1.7	4	10%	1.1
CCOc1cc(NC(=O)c2ccco2)c(OCC)cc1NC(=O)CCc1ccccc1OC	0.9	-13	-6	1.1	-17	1.0	0	8%	1.6
CCOC(=O)Cc1csc(NC(=O)CCNS(=O)(=O)c2ccc3c(c2)CCC(=O)N3)n1	0.9	-10	2	1	23	1.3	3	7%	1.2

With a hit mark in MMP13 inh, of those listed so far:
Structure	TNAP act DEA	5-HT1A blocker	A340 absorber	5HT1a ag	MMP13 inh	NADH coupling	Fluor 339 460
CCOC(=O)C1=C(N)n2c(s/c(=C/c3ccco3)c2=O)=C(C(=O)OC)C1c1ccco1 (configuration not stated)	0.9	41	1.1	-0.9	14*	3%	1

The main list resumes, repeating the 2 entries before the break.
SMILES	TNAP act DEA	5-HT1A blocker	SF-1 act	A340 absorber	RORA act	5HT1a ag	MMP13 inh	NADH coupling	Fluor 339 460
CCOc1cc(NC(=O)c2ccco2)c(OCC)cc1NC(=O)CCc1ccccc1OC	0.9	-13	-6	1.1	-17	1.0	0	8%	1.6
CCOC(=O)Cc1csc(NC(=O)CCNS(=O)(=O)c2ccc3c(c2)CCC(=O)N3)n1	0.9	-10	2	1	23	1.3	3	7%	1.2
Cc1ccc(OCc2nc(C#N)c(NCc3ccc4c(c3)OCO4)o2)cc1	1	38	-4	1	10	-1.2	3	7%	1.1
CCOc1ccc(/C(O)=C2/C(=O)C(=O)N(CCN(CC)CC)C2c2ccco2)cc1 (configuration not stated)	0.9	x	25	1	16	-0.3	-2	4%	1.1
O=C1CC(N2CCN(C3CCc4ccccc4C3)CC2)C(=O)N1c1ccccc1 (configuration not stated)	0.9	-8	-6	0.98	3	0.5	1	3%	1
COc1ccc(-c2nc(C#N)c(NC(C)c3ccccc3)o2)cc1OC (configuration not stated)	1	7	8	1	11	1.5	-154[fluorescence artefact?]	6%[fluoresces]	3.9*
Cc1ccc(C)c(C(=O)n2cnnc2N)c1	0.9	-6	2	1.1	30	-2.1	6	1%	1.1
CCOC(=O)CSc1nnnn1-c1cc(OC)c(Cl)cc1OC	1	7	4	0.99	-4	-3.4	-6	4%	1.1
Cc1cccc(NC(=O)c2cnc3ccccn3c2=O)c1	0.9	-15	-28	1.2	-22	-0.6	-2	4%	1
CCN(CC)CCN1C(=O)C(=O)/C(=C(/O)c2cccc(OC)c2)C1c1ccccn1 (configuration not stated)	1	14	22	1.1	29	-2.5	1	4%	1.1
c1cncc(CNC2CCCc3ccccc32)c1 (configuration not stated)	1	-7	-3	0.99	-19	-1.4	4	3%	1.1
CC(C)(C)NC(=O)C(OC(=O)Cn1nnc(-c2ccc(F)cc2)n1)c1ccncc1 (configuration not stated)	0.9	9	-9	0.99	7	-3.6	4	8%	1.1
C#CCOc1ccc2c(C)cc(=O)oc2c1	0.8	0	-6	1	-7	-3.3	-61	8%[fluoresces]	3.9*
CSc1ccc(C2C3(C#N)C(N)=NC4(OCCO4)C23C#N)cc1 (configuration not stated)	0.9	-7	10	1	4	-1.6	-6	3%	1.2

Not a hit list (roughly 8.9% active in at least one column).
